# Compound activity: PubChem, National Center for Advancing Translational Sciences (NCATS)
# POLB inh: inhibitors of human DNA polymerase beta; P06746; Pol beta primer extension/strand displacement, fluorescence kinetic; Potency, µM (top dose mostly 114 µM), inactives show at the top dose activity change, negative = inhibition, hits mostly inhibitors; 1.3% of 340,000 active; AID 485314; also: potency is read from the fitted curve at half-maximal effect; % is scaled to controls: 0 for no effect and ±100 for the full control effect
#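 Pol beta (10 nM) and compounds were preincubated 15 min at room temperature, then 50 nM substrate (final) started primer extension/strand displacement. Reads were taken at 0 and 10 min; concentration-response data were fitted to a four-parameter Hill equation.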
# BLM helicase inh: blocks DNA unwinding by human BLM helicase; P54132; recombinant BLM DNA unwinding, fluorescence dequenching; Potency, µM (doses to about 56.1 µM), for the others: at the highest dose activity change, negative = inhibition, most hits filed as inhibitors; 0.2% of 350,000 active; AID 2528;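 also: potency is read from the fitted curve at half-maximal effect; plate controls were vehicle for no effect and no enzyme for full effect; nearly all actives have a fitted effect of over 35% in size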
# Target sequence (P54132 whole entry, looked up): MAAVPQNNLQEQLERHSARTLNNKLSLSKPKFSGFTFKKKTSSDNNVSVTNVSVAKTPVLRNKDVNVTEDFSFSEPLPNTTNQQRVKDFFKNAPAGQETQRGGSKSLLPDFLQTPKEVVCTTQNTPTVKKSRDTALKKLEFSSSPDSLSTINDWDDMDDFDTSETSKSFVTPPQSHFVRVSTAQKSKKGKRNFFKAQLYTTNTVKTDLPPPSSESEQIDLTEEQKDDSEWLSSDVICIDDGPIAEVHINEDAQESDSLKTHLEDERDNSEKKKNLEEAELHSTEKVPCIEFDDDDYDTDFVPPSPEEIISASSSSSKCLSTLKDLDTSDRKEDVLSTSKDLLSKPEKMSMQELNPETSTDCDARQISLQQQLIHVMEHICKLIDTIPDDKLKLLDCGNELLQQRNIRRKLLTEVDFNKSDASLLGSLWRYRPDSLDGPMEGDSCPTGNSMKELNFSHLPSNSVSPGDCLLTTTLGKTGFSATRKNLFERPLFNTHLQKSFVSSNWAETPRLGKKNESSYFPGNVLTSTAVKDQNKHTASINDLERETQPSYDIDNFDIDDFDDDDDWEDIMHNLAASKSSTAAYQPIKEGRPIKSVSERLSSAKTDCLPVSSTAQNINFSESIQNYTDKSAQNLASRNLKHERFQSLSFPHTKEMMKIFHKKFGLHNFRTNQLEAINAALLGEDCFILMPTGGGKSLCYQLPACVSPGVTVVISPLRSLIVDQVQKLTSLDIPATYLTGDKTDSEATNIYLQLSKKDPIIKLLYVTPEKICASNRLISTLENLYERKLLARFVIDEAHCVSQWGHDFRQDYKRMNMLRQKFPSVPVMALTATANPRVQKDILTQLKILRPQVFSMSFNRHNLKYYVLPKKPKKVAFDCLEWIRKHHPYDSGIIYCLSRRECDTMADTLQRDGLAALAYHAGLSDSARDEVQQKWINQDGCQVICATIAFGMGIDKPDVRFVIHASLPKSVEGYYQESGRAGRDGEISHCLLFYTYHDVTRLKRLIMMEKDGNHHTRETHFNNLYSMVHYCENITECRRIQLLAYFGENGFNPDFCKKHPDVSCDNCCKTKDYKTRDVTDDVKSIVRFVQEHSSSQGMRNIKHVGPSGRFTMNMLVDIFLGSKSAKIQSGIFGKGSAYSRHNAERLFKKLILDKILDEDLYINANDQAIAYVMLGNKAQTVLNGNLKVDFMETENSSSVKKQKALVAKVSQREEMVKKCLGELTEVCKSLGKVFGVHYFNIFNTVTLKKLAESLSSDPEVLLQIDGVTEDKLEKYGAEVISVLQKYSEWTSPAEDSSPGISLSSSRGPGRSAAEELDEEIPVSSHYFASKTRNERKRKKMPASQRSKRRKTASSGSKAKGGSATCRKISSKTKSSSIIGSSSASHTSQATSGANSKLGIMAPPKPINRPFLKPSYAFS
# Pol kappa inh: inhibitors of human DNA polymerase kappa. purified Pol kappa, fluorescent DNA synthesis assay, 10 min. 0.53% of 400,000 active. Q9UBT6. Potency, µM (highest dose often 107 µM), without a hit: top-dose activity, negative = inhibition, usual class: inhibitors; also: potency is read from the fitted curve at half-maximal effect; % is scaled to controls: 0 for no effect and ±100 for the full control effect
#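 Enzyme at 10 nM met test compounds for 15 min at room temperature. Substrate addition (50 nM final) began the reaction, which was monitored by fluorescence at 0 and 10 min.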
# TRHR agonist: TRH receptor (human) agonism. P34981. TRHR cells, calcium flux fluo-8, FDSS agonist mode. activation, % at 2 µM. 0.18% of 360,000 active. AID 493084; in the data active = activation above about 30%; also: 0% is about no effect
#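 Fluo-8-loaded TRHR cells; 10 s baseline, compound added, kinetic Ca2+ fluorescence read 1/s, agonist mode.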
# POLI inh: blocks human DNA polymerase iota activity; 1% of 390,000 active; AID 588590; Q9UNA4; Potency, µM (titrated, usually from 115 µM), without a hit: at the highest dose activity, negative = inhibition, actives largely listed as inhibitors; Pol iota fluorescent replication assay, 10 min; also: potency is read from the fitted curve at half-maximal effect
#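 Fluorescent replication assay read twice, at 0 min and 10 min after adding 50 nM (final) substrate. Enzyme (10 nM) and compounds were first incubated 15 min at room temperature; enzyme-free buffer wells were negative controls.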
# Anesthetic bind: binds horse apoferritin like a general anesthetic; 0.074% of 350,000 active; apoferritin/1-aminoanthracene competitive binding, fluorescence; P02791; Potency, µM (doses to about 77.5 µM), without a hit: at the highest dose activity change, negative = displacement, usual class: inhibitors; AID 485281; also: potency is read from the fitted curve at half-maximal effect; % is scaled to controls: 0 for no effect and ±100 for the full control effect; nearly all actives have a fitted effect of over 20% in size
#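 Concentration-response curves derived by four-parameter Hill fitting of normalized fluorescence, where compounds displaced 1-AMA from 10 uM horse apoferritin following a brief 10 min room-temperature incubation; propofol titration acted as positive control.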
# 12-LOX inh: inhibitors of human 12S-lipoxygenase ALOX12 | P18054 | Potency, µM (highest dose often 108 µM), for inactives: at the top dose activity change, negative = inhibition, hits mostly inhibitors | AID 1671190 | 1.1% of 580,000 active | purified 12hLO, xylenol orange hydroperoxide absorbance; also: potency is read from the fitted curve at half-maximal effect; % is scaled to controls: 0 for no effect and ±100 for the full control effect
#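 Hydroperoxide product was detected by ferrous iron/xylenol orange as the 573 to 405 nm absorbance ratio. Arachidonic acid at 40 uM (final) was turned over for 30 min at room temperature by 150 nM human 12hLO, pH 7.0 Hepes buffer, after 15 min compound preincubation.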
# ERG-DNA inh: inhibitors of human ERG Ets domain-DNA interaction; P11308; Potency, µM (top dose mostly 76.9 µM), for the others: at the highest dose FP activity, negative = inhibition, actives largely listed as inhibitors; 0.028% of 370,000 active; fluorescence polarization, His-ERG Ets domain / labelled DNA; active = well fitted inhibition curve with a large enough effect in the polarisation, with a control signal flat; inconclusive = small, poorly fitted or top-dose-only effect, or effect the other way, or a change in a side signal; inactive = no such curve, though single readings can be large or run the other way; the % refers to the polarisation;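 also: polarization taken with two DNA probes labelled with fluorescein and Texas red; potency is read from the fitted curve at half-maximal effect; % of control where 0% means no effect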
#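 His-tagged ERG Ets domain (1 uM in the protein solution; 300mM KCl, 50mM Tris-HCl, 1mM EDTA, 1mM DTT, pH 7.5) received compound, then a probe mix of 5 nM fluorescein-DNA and 100nM Texas-615-DNA. Fluorescence polarization was read for both dyes.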
# APEX1 inh: APE1 (human) endonuclease inhibition. 0.35% of 350,000 active. P27695. Potency, µM (doses to about 65.8 µM), without a hit: at the highest dose activity change, negative = inhibition, actives largely listed as inhibitors. recombinant APE1, TAMRA/BHQ-2 abasic DNA cleavage fluorescence;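 also: potency is read from the fitted curve at half-maximal effect; plate controls were vehicle for no effect and reference inhibitor for full effect; nearly all actives have a fitted effect of over 55% in size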
#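 Activity was derived from the fluorescence gain between first and third kinetic reads (60 s intervals, ex 525/em 598 nm) after 50 nM THF-abasic TAMRA/BHQ-2 duplex was added to 0.75 nM APE1 preincubated 15 min with compound.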
# The depositor's hits bear a star; ? = inconclusive; . = not tested or not shown; [ ] = remark or other dose. Unless noted, calls follow the shape of the dose curve; as a rule, active = well fitted curve in the direction sought with a large enough effect; inconclusive = small, poorly fitted or top-dose-only effect, or another doubt; inactive = no such curve, though single readings can be large; an effect the other way counts as inactive or inconclusive. Some of the compounds tested, so the mix of outcomes need not match the whole.
# Assay codes – A = POLB inh; B = BLM helicase inh; C = Pol kappa inh; D = TRHR agonist; E = POLI inh; F = Anesthetic bind; G = 12-LOX inh; H = ERG-DNA inh; I = APEX1 inh
(1) CCOc1ccc(C(=O)Nc2ccc3nc(SCC(=O)N4CCOCC4)sc3c2)cc1
  A: -4%	B: -5%	C: -25%	D: 1.3	E: 1%	F: -11%	G: -10%	H: -1%	I: .
(2) COc1ccc(OCC(=O)Nc2c(C)ccc3nsnc23)cc1
  A: -15%	B: -17%	C: 1%	D: 0.1	E: 1%	F: -4%	G: ?	H: 6%	I: 5%
(3) COc1ccc(C(C#N)=Cc2ccc(NC(C)=O)cc2)cc1
  A: .	B: .	C: 6%	D: .	E: 20%	F: .	G: -24%	H: -2%	I: .
(4) COc1ccc(CNC(=O)CCCn2c(=S)[nH]c3cc4c(cc3c2=O)OCO4)cc1
  A: 34%	B: 1%	C: -4%	D: 1.1	E: 15%	F: -4%	G: 7%	H: 7%	I: 28%
(5) Cc1nc2ccccn2c1-c1csc(NCc2ccco2)n1
  A: 22%	B: -1%	C: -3%	D: 0.0	E: 3%	F: -12%	G: -2%	H: 3%	I: -2%
(6) COc1cc(OC)c(OC)cc1CNCCNC(=O)c1nonc1N
  A: -32%	B: 4%	C: -8%	D: 0.4	E: -5%	F: -16%	G: -16%	H: -4%	I: ?
(7) CCCNC(=O)Nc1ccc(NC(C)=O)cc1
  A: 24%	B: -1%	C: -9%	D: 0.4	E: -12%	F: -3%	G: -5%	H: 0%	I: 6%
(8) CCOC(=O)c1c(C)[nH]c(C(=O)Nc2ccc(C)c(Cl)c2)c1C
  A: 19%	B: -2%	C: .	D: -0.4	E: .	F: 2%	G: .	H: .	I: -5%
(9) CCC(C)NC(=O)C1CCN(S(=O)(=O)c2cccs2)CC1 (stereo not given)
  A: 1%	B: -11%	C: 5%	D: 0.3	E: 11%	F: -10%	G: 4%	H: -6%	I: -1%
(10) Cc1ccc2c(=O)cc(C(=O)Nc3c(C)cccc3C)oc2c1
  A: ?	B: -6%	C: -30%	D: -1.1	E: -14%	F: 3%	G: ?	H: -3%	I: .

# Pulled by structure from the list above:
# Assay codes – A = POLB inh; B = BLM helicase inh; C = Pol kappa inh; D = TRHR agonist; E = POLI inh; F = Anesthetic bind; G = 12-LOX inh; H = ERG-DNA inh; I = APEX1 inh
(4) COc1ccc(CNC(=O)CCCn2c(=S)[nH]c3cc4c(cc3c2=O)OCO4)cc1
  A: 34%	B: 1%	C: -4%	D: 1.1	E: 15%	F: -4%	G: 7%	H: 7%	I: 28%
(7) CCCNC(=O)Nc1ccc(NC(C)=O)cc1
  A: 24%	B: -1%	C: -9%	D: 0.4	E: -12%	F: -3%	G: -5%	H: 0%	I: 6%

# Next records.
# Assay codes – A = POLB inh; B = BLM helicase inh; C = Pol kappa inh; D = TRHR agonist; E = POLI inh; F = Anesthetic bind; G = 12-LOX inh; H = ERG-DNA inh; I = APEX1 inh
(11) Cc1ccc2c(c1)CCCN2C(=O)c1cccs1
  A: -5%	B: -4%	C: -6%	D: -1.7	E: 8%[58.9 µM]	F: 0%	G: ?	H: -2%	I: 3%
(12) Cc1ccc(C(=O)C(C)[n+]2cccc(C(N)=O)c2)cc1 (stereo not given)
  A: 23%	B: 1%	C: -8%	D: 0.3	E: -30%	F: 9%	G: 7%	H: 3%	I: 1%
(13) COc1cc(/C=N/N2C(=O)CSC2=S)ccc1O
  A: -5%	B: -1%	C: 79µM*	D: 5.6	E: 13µM*	F: -19%	G: ?	H: ?	I: 4%
(14) COc1ccc(NC(=O)CSc2nc3sc(C)c(C)c3c(=O)n2Cc2ccco2)cc1
  A: 1%	B: 0%	C: -4%	D: 0.1	E: -5%[58.9 µM]	F: -15%	G: 25%	H: -4%	I: 1%
(15) COc1ccccc1-c1nnc2n(CCc3ccccc3)c(=O)c3ccccc3n12
  A: 17%	B: -1%	C: -8%	D: 0.4	E: -9%	F: -5%	G: ?	H: 10%	I: .
(16) Cc1nc2cc(-c3ccc(Cl)cc3)nn2c(C)c1CCC(=O)N1CCN(c2ccccc2)CC1
  A: -21%	B: -5%	C: -16%	D: -0.4	E: ?	F: 4%	G: 0%	H: 2%	I: .
(17) COc1ccc(CCC(=O)Nc2ccc(N3CCOCC3)cc2)cc1
  A: 1%	B: -1%	C: -21%	D: 0.0	E: 5%	F: 5%	G: 16%	H: 4%	I: -5%
(18) COc1ccc(CCNC(=O)c2cc(C)oc2C)cc1OC
  A: 22%	B: -2%	C: -31%	D: -0.1	E: 30%	F: 4%	G: -5%	H: 4%	I: -8%
(19) O=C(/C=N/O)NCc1cccnc1
  A: 13%	B: 7%	C: -4%	D: 1.9	E: 21%	F: -9%	G: 10%	H: .	I: 3%
(20) Cc1ccc2cc(CN(CCCN3CCOCC3)C(=O)NC3CCCCC3)c(=O)[nH]c2c1C
  A: 23%	B: 2%	C: -6%	D: -0.2	E: 14%	F: -18%	G: 0%	H: 3%	I: 12%

# Copied from the results shown, twelve compounds:
# Assay codes – A = POLB inh; B = BLM helicase inh; C = Pol kappa inh; D = TRHR agonist; E = POLI inh; F = Anesthetic bind; G = 12-LOX inh; H = ERG-DNA inh; I = APEX1 inh
(6) COc1cc(OC)c(OC)cc1CNCCNC(=O)c1nonc1N
  A: -32%	B: 4%	C: -8%	D: 0.4	E: -5%	F: -16%	G: -16%	H: -4%	I: ?
(7) CCCNC(=O)Nc1ccc(NC(C)=O)cc1
  A: 24%	B: -1%	C: -9%	D: 0.4	E: -12%	F: -3%	G: -5%	H: 0%	I: 6%
(8) CCOC(=O)c1c(C)[nH]c(C(=O)Nc2ccc(C)c(Cl)c2)c1C
  A: 19%	B: -2%	C: .	D: -0.4	E: .	F: 2%	G: .	H: .	I: -5%
(9) CCC(C)NC(=O)C1CCN(S(=O)(=O)c2cccs2)CC1 (stereo not given)
  A: 1%	B: -11%	C: 5%	D: 0.3	E: 11%	F: -10%	G: 4%	H: -6%	I: -1%
(10) Cc1ccc2c(=O)cc(C(=O)Nc3c(C)cccc3C)oc2c1
  A: ?	B: -6%	C: -30%	D: -1.1	E: -14%	F: 3%	G: ?	H: -3%	I: .
(11) Cc1ccc2c(c1)CCCN2C(=O)c1cccs1
  A: -5%	B: -4%	C: -6%	D: -1.7	E: 8%[58.9 µM]	F: 0%	G: ?	H: -2%	I: 3%
(12) Cc1ccc(C(=O)C(C)[n+]2cccc(C(N)=O)c2)cc1 (stereo not given)
  A: 23%	B: 1%	C: -8%	D: 0.3	E: -30%	F: 9%	G: 7%	H: 3%	I: 1%
(13) COc1cc(/C=N/N2C(=O)CSC2=S)ccc1O
  A: -5%	B: -1%	C: 79µM*	D: 5.6	E: 13µM*	F: -19%	G: ?	H: ?	I: 4%
(14) COc1ccc(NC(=O)CSc2nc3sc(C)c(C)c3c(=O)n2Cc2ccco2)cc1
  A: 1%	B: 0%	C: -4%	D: 0.1	E: -5%[58.9 µM]	F: -15%	G: 25%	H: -4%	I: 1%
(15) COc1ccccc1-c1nnc2n(CCc3ccccc3)c(=O)c3ccccc3n12
  A: 17%	B: -1%	C: -8%	D: 0.4	E: -9%	F: -5%	G: ?	H: 10%	I: .
(16) Cc1nc2cc(-c3ccc(Cl)cc3)nn2c(C)c1CCC(=O)N1CCN(c2ccccc2)CC1
  A: -21%	B: -5%	C: -16%	D: -0.4	E: ?	F: 4%	G: 0%	H: 2%	I: .
(17) COc1ccc(CCC(=O)Nc2ccc(N3CCOCC3)cc2)cc1
  A: 1%	B: -1%	C: -21%	D: 0.0	E: 5%	F: 5%	G: 16%	H: 4%	I: -5%

# Next part:
# Assay codes – A = POLB inh; B = BLM helicase inh; C = Pol kappa inh; D = TRHR agonist; E = POLI inh; F = Anesthetic bind; G = 12-LOX inh; H = ERG-DNA inh; I = APEX1 inh
(21) Cc1ccc(NC(=O)CSc2nnc(C)n2C2CC2)cc1S(=O)(=O)N1CCOCC1
  A: .	B: .	C: 16%	D: -0.9	E: -1%	F: .	G: 49%[activator]	H: 5%	I: 27%
(22) Cc1ccc(NC(=O)N2CCc3cc(S(=O)(=O)N4CCC(C)CC4)ccc32)cc1
  A: 10%	B: 3%	C: 0%	D: -2.0	E: -9%	F: 53%[activator]	G: -20%	H: -8%	I: .
(23) CCCCCOC(=O)CSc1ncnc2c1sc1nc(N3CCOCC3)c3c(c12)CCCC3
  A: 1%	B: -2%	C: -16%	D: 0.3	E: 12%	F: -4%	G: 2%	H: -10%	I: .
(24) CCCCCCn1c(CN2CCC(C)CC2)nc2c1c(=O)n(C)c(=O)n2C
  A: 1%	B: 2%	C: -8%	D: -0.5	E: 12%	F: -12%	G: 4%	H: .	I: -4%
(25) c1ccc(-c2ccc3c(c2)NCCN3)cc1
  A: 10%	B: -7%	C: -14%	D: 0.2	E: ?	F: -11%	G: ?	H: 4%	I: -1%
